# Screens as filed in PubChem.
# Tat transport: inhibitors of E. coli Tat protein transport; E. coli MC4100 TorA-mCherry Tat export, fluorescence; inhibition, % at 10 µM; AID 488895; 0.036% of 340,000 active;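 active = mean replicate inhibition at least 50% and at least half of replicates individually reaching 50%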;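 note: exported cargo escapes ClpAP degradation while cytoplasmic cargo is degraded and loses fluorescence; 0% = median of neutral control wells and 100% = median of NaSCN control wells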
# phage Ecoli inh: E. coli growth loss with phage present; growth absorbance; inhibition, % at 11.9 µM; 0.26% of 360,000 active; in the data active = inhibition above about 11%
# AddAB inh: less growth of phage-infected E. coli with AddAB | 0.29% of 330,000 active | AID 435030 | E. coli expressing H. pylori AddAB, absorbance growth | inhibition, % at 11.9 µM; in the data active = inhibition above about 12%;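 note: 0% = vehicle wells of infected cells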
# HTR5A inv ag: inverse agonist of human HTR5A in OPRM1-OPRD1 counter-screen. P47898. HTR5A cell line, luminescence, inverse agonism. inhibition, % at 9.3 µM. 0.083% of 340,000 active. AID 504634; in the data active = inhibition mostly above about 23%, no sharp cut-off; inactive = mostly below about 18%;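 note: 0% = cells with DMSO and 100% = no-cell wells with DMSO; some compounds called inactive have numbers as strong as hits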
# Target sequence (P47898 whole entry, looked up): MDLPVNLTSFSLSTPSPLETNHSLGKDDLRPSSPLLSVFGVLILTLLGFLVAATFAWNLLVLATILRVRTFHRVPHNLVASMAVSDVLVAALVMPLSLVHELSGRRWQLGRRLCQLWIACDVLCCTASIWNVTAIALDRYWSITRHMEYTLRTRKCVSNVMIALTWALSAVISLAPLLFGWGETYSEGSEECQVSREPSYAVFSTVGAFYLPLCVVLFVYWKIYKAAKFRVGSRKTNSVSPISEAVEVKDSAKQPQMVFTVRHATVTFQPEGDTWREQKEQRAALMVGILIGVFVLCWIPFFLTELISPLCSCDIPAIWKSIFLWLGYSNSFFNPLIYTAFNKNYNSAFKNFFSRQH
# SUMO Mot1 rescue: SUMOylation pathway inhibition by Mot1-301 growth rescue; 1% of 320,000 active; growth rescue, % at 18.8 µM; S. cerevisiae Mot1-301 growth rescue, ATP luminescence, 38.5C; percent above DMSO median, 100 means doubled;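 active = every valid replicate shows activation above 250% relative to neutral control wells; inactive = the rest, any valid replicate at or below 250%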;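 note: OY570 slx delta 5 strain wells were the positive control but not used for scaling; some compounds called inactive have numbers as strong as hits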
# HTR5A ag: counter-screen for OPRM1-OPRD1 agonists: human HTR5A agonism. P47898. 0.61% of 340,000 active. HTR5A agonist assay, luminescence, cell-based. activation, % at 9.3 µM; in the data active = activation mostly above about 9.5%, no sharp cut-off; inactive = mostly below about 7.6%;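 note: 0% = cells with vehicle only and 100% = reference agonist; strong numbers were not always called active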
# CDK5 p35 inh: CDK5/p35 (human) kinase inhibition; 0.01% of 330,000 active; Recombinant CDK5/p35, ADP-Glo luminescence, 60 min; inhibition, % at 10 µM; AID 488839; Q00535+Q15078;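 active = highest replicate inhibition of at least 50% and at least 75% of replicates reaching 50%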;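 note: plate controls were DMSO neutral control for no effect and GW8510 at 10 µM for full effect; many of its hits are not listed in these tables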
# Ecoli viability: reduces bacterial viability in AddAB counter-screen. inhibition, % at 11.9 µM. E. coli V3065 growth, OD600 absorbance, 18 h. AID 449728. 0.27% of 330,000 active;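 active = inhibition above the campaign's mean inhibition across all tested compounds plus 3 SD, cut at about 9.9% in these data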;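 note: uninfected addAB+ strain grown without phage in ampicillin broth; 0% = DMSO wells and 100% = ciprofloxacin 0.95 µg/ml wells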
# PKA-R2B activ: activators of human PKA-R2B complex. P22694+P31323. PKA-R2B holoenzyme dissociation, Cy5-IP20 fluorescence polarization; R2B truncated from residue 108, S112A mutant; 0% DMSO only, 100% 113 µM cGMP. activation, % at 11.4 µM. 0.079% of 340,000 active. AID 504700;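 active = activation above a cutoff set at the mean over all compounds plus 3 SD, cut at about 18% in these data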;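 note: higher means more holoenzyme dissociation and a rise in polarization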
# DAGLB inhibitor: blocks human DAGLB lipase activity; HEK293T DAGLB membrane lysate, EnzChek fluorogenic substrate; inhibition, % at 5.17 µM; 0.059% of 340,000 active; AID 504411; Q8NCG7; in the data active = inhibition above about 34%;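 note: 0% = enzyme with vehicle and 100% = wells lacking enzyme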
# Target sequence (Q8NCG7 whole entry, looked up): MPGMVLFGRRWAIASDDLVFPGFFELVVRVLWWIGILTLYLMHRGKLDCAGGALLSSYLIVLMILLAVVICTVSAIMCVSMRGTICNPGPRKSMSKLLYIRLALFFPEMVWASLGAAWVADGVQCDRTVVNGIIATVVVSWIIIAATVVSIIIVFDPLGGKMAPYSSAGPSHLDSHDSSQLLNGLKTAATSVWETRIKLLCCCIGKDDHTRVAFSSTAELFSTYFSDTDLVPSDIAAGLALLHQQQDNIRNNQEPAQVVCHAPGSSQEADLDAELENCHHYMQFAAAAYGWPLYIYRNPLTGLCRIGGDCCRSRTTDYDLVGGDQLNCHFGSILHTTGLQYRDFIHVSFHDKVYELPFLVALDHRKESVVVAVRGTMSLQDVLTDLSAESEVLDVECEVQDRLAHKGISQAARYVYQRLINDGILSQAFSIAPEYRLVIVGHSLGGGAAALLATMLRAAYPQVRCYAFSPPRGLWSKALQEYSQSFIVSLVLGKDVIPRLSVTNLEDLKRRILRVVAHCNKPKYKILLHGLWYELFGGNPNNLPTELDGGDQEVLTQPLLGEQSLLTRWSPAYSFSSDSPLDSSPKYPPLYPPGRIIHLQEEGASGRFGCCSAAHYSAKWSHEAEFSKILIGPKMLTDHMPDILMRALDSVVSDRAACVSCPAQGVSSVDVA
# PKA-R1A act: PKA-R1A complex activation. PKA-R1A dissociation, Cy5-IP20 fluorescence polarization; scaled: DMSO 0%, 113 µM cGMP 100%. activation, % at 11.4 µM. 0.083% of 340,000 active. AID 504707;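 active = percent activation above the mean of all tested compounds plus 3 SD, cut at about 19% in these data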;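 note: higher means more PKAc released from R1A so a rise in polarization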
# Starred values were filed as active, the others as inactive; · = no result given.
SMILES,Tat transport,phage Ecoli inh,AddAB inh,HTR5A inv ag,SUMO Mot1 rescue,HTR5A ag,CDK5 p35 inh,Ecoli viability,PKA-R2B activ,DAGLB inhibitor,PKA-R1A act
CC(C)(C)OC(=O)C[C@H]1C/C=C\C[C@@H](CC(=O)N[C@H](CO)Cc2ccccc2)C(=O)NCCOC1=O,-5,2.2,0.4,-10,-11,2,-3.8,0.6,-9,3,-19
Cc1c(Cl)c([N+](=O)[O-])nn1CCCC(=O)Nc1sc2c(c1C(N)=O)CCC(C)C2 (stereo not given),1,2.6,4.4,5,-8,-2,0.1,1.5,-2,-1,3
Cc1nn(Cc2ccc(Cl)cc2Cl)c(C)c1NC(=O)NC12CC3CC(CC(C3)C1)C2,6,0.6,-1.4,-22,10,0,-1.4,0.7,-2,-4,-9
CCOC(=O)Cc1cn(C(=O)OC(C)(C)C)c2ccccc12,4,4.1,0.0,-33,-3,2,0.0,1.3,-1,7,0
CC(C)C(=O)Nc1cc2c3c(c1)CCN3C(=O)CC2,-2,2.4,3.9,-25,17,7,0.5,0.4,-9,-1,5
CC(C)c1ccc(CNC(=O)C2CCCN2S(=O)(=O)c2ccccc2)cc1 (stereo not given),1,-0.2,1.0,20,19,-5,-1.1,-2.8,-1,-1,-6
O=C1Nc2ccccc2C(O)(C(=O)NCc2ccco2)N1c1ccc(Cl)c(Cl)c1 (stereo not given),-8,·,3.7,1,159,8,-3.8,-0.8,-2,0,-14
N#CN=C(c1ccccc1)c1ccccc1,-1,3.0,1.7,13,5,-5,0.6,0.7,-16,0,2
CCOc1ccc(CN2C(=O)c3ccccc3C2C(=O)NCc2cccnc2)cc1 (stereo not given),-2,-1.0,1.6,-5,-11,-2,0.2,-3.2,6,0,-10
COc1ccc(-n2cc(C(=O)O)c(=O)cc2C)cc1,4,0.8,0.3,-5,-23,2,-0.4,0.8,-9,-1,-12
C/C(=N/O)c1ccccn1,-6,3.9,4.9,0,-4,4,-4.6,0.2,6,-2,-16
CCCc1c(C)c2ccccc2[nH]c1=O,1,1.3,2.2,5,-16,1,0.1,1.2,10,0,2
Nn1c(C2CCC2)nc2cc(Cl)ccc2c1=O,2,0.3,2.6,18,9,-1,1.1,-0.5,8,-2,-2
CCC(C)NC(=O)CNC(=O)c1nn(-c2ccc(OC)c(Cl)c2)c(=O)c2ccccc12 (stereo not given),-9,1.5,0.9,0,-4,0,0.1,-1.2,7,1,-18
COc1ccc2c(c1)CCCC21NC(=O)NC1=O (stereo not given),-13,0.5,-1.6,-1,-5,0,0.4,-2.2,11,-2,-2

# Copied from the results shown for reference:
SMILES,Tat transport,phage Ecoli inh,AddAB inh,HTR5A inv ag,SUMO Mot1 rescue,HTR5A ag,CDK5 p35 inh,Ecoli viability,PKA-R2B activ,DAGLB inhibitor,PKA-R1A act
CCC(C)NC(=O)CNC(=O)c1nn(-c2ccc(OC)c(Cl)c2)c(=O)c2ccccc12 (stereo not given),-9,1.5,0.9,0,-4,0,0.1,-1.2,7,1,-18
COc1ccc2c(c1)CCCC21NC(=O)NC1=O (stereo not given),-13,0.5,-1.6,-1,-5,0,0.4,-2.2,11,-2,-2

# Remaining list, next part.
SMILES,Tat transport,phage Ecoli inh,AddAB inh,HTR5A inv ag,SUMO Mot1 rescue,HTR5A ag,CDK5 p35 inh,Ecoli viability,PKA-R2B activ,DAGLB inhibitor,PKA-R1A act
COC(=O)CSc1nnc(-c2ccoc2C)n1-c1ccc(C)cc1,8,-6.0,1.3,10,-5,-2,0.3,-0.3,-16,-3,-3
CC(C)(C)c1cc(NC(=O)CSc2nncs2)n(-c2ccccc2)n1,-7,4.5,2.4,14,-12,0,2.2,2.7,4,-2,-3
COc1cccc(OC)c1C(=O)Nc1c(C(=O)N2CCN(c3ccccn3)CC2)oc2ccccc12,3,1.4,2.2,-9,-2,7,-1.8,1.6,-9,2,-1
O=C(COc1ccc(Br)cc1)N1CCN(c2ccc([N+](=O)[O-])c(N3CCCCC3)c2)CC1,2,1.8,2.8,-7,-17,5,-1.6,-0.9,0,10,-10
COC(=O)[C@]1(C)N[C@H](CN(C)C(=O)NC(C)C)[C@@H]2C(=O)N(Cc3ccccc3)C(=O)[C@@H]21,0,2.7,3.2,3,-4,-1,-3.9,0.0,-4,-3,8
Cn1nc(C(=O)N2CCN(S(=O)(=O)c3ccc(Cl)cc3)CC2)c2ccccc2c1=O,-10,7.5,·,-22,·,9,0.3,·,1,1,-4
CCC(CO)NS(=O)(=O)c1cc(-c2nn(C)c(=O)c3ccccc23)ccc1C (stereo not given),-4,4.7,2.6,6,5,-2,0.5,-1.0,2,1,5
COC(=O)c1cn(NC(=O)C2COc3ccccc3O2)c(=O)c2ccccc12 (stereo not given),-6,-0.3,4.3,-5,-8,6,0.9,0.1,13,2,-3
CCOC(=O)N1CCc2c(sc3c2c(=O)n(Cc2ccccc2)c(=O)n3CC(=O)NCCOC)C1,3,3.5,2.2,4,-9,-2,1.2,-0.3,-3,0,-17
CN(Cc1ccon1)Cc1cn(C)nc1-c1ccc(Oc2ccccc2)cc1,2,-1.4,-0.8,-20,23,7,-0.1,-1.5,-5,-4,1
CCOc1ccc(N(CC(=O)Nc2cccc(OC)c2)S(C)(=O)=O)cc1,2,3.2,-1.5,6,-4,-2,-0.1,0.5,7,-1,1
C/C(=N/NC(=O)CCC(=O)Nc1cccc(Cl)c1)c1ccc(C)cc1,11,3.9,2.2,-17,4,6,1.6,0.3,-1,-1,1
COc1cccc(C2C(C(=O)c3cccs3)=C(O)C(=O)N2CCN2CCOCC2)c1OC (stereo not given),2,-2.1,·,-5,·,1,-3.8,·,-1,1,-15
CC1=Nc2ccc(Br)cc2C(c2ccccc2)N1CC(=O)O (stereo not given),6,3.9,-0.3,5,1,-2,-1.5,1.4,-12,-2,-6
COc1ccc2nc(NC(=O)CN3C(=O)NC4(CCCCC4)C3=O)sc2c1,-2,3.5,3.7,-17,8,0,2.4,3.1,-5,-2,-8
O=C(c1ccco1)N1CCC(c2nc(-c3ccc(F)cc3)no2)CC1,-5,4.5,1.8,3,395,4,0.0,1.7,7,-6,4
COc1cc(N)c(Cl)cc1C(=O)OC(C)C(=O)Nc1cccc(S(=O)(=O)N2CCOCC2)c1 (stereo not given),-1,2.0,1.0,-6,-10,2,-2.9,0.9,-11,0,-8
O=C1/C(=C/c2cccs2)CCC/C1=C\c1cccs1,11,3.6,2.6,-1,24,0,-1.5,-0.1,-9,-13,-8
CCC(C)(C)NC(=O)C(c1cccc(OC)c1)N(C(=O)CNC(=O)c1cccs1)c1cccnc1 (stereo not given),-5,-0.9,2.3,23,-9,1,-0.5,-0.9,-6,-2,-3
Cc1oc(-c2ccc(Cl)cc2)nc1CS(=O)CC(=O)NCCCN1CCN(Cc2ccccc2)CC1 (stereo not given),0,1.0,3.5,12,2,0,1.1,0.2,-2,2,-7
Nc1ccc(Cc2ccccn2)cc1,2,3.9,6.4,10,-21,-3,0.2,1.7,-8,-1,-1
CNC(=O)c1cc2cccc(OC)c2oc1=O,-5,3.0,4.1,1,-4,0,0.4,4.5,-1,2,-1
Cc1nc(Sc2ccccc2)c(C#N)c(C)c1[N+](=O)[O-],3,-3.8,1.0,-8,43,-2,1.3,-0.8,-7,-14,6
CNC(=O)c1cc2cc(OC)ccc2oc1=N,3,2.3,4.3,10,-18,1,2.4,-2.4,-10,2,-12
N#CC1=C(N)Oc2n[nH]c(-c3ccc(F)cc3)c2C1c1ccncc1 (stereo not given),-8,0.7,1.3,4,-10,2,1.3,-1.0,-6,-1,5
CCCCOc1ccc(/C=N/NC(=O)c2nnn(-c3nonc3N)c2CN2CCCCCC2)cc1,-6,2.4,-1.4,-24,8,9,-0.9,-4.6,13,-2,5
CC1(C)C(C=C(Cl)Cl)C1C(=O)N1CCN(c2ccccc2)CC1 (stereo not given),4,2.9,1.9,-7,17,-5,2.9,0.4,-6,-4,-2
C=C(C)c1cccc(C(C)(C)NC(=O)NCc2ccncc2)c1,1,1.9,-0.8,-11,3,-5,-1.7,-0.2,1,-3,1
O=C1NCCN1CCNS(=O)(=O)c1ccccc1[N+](=O)[O-],0,3.2,4.2,-12,21,4,-0.5,-2.0,-2,2,3
COc1ccc2cc3cc(C(=O)NCc4ccc5c(c4)OCO5)oc3nc2c1,-4,0.9,0.5,4,53,6,0.2,-1.7,8,3,0
O=C(Nc1ccccc1Cl)ON=C1c2ccccc2-c2ccccc21,5,·,1.6,-15,68,6,27,1.2,3,-5,-6
CC(=O)N1CCC(C(=O)Nc2cc(C)cc(C)c2)CC1,10,0.1,-0.4,-14,-37,5,-3.8,-0.9,-1,1,-13
CC(=O)c1ccc(S(=O)(=O)N2CCC(NC(=O)Nc3cccc(F)c3)CC2)cc1,-7,3.1,1.5,2,-9,-1,0.2,-0.3,-6,-3,-6
COc1ccc(C(C)(C)C)cc1NC(=O)COC(=O)c1nc2nccc(C)n2n1,-9,1.4,3.0,6,-3,-3,0.9,-1.6,2,1,2
CC(Sc1nc(NCc2ccccc2)nc(N2CCOCC2)n1)C(=O)Nc1ccccc1 (stereo not given),-6,3.2,3.5,-32,-8,3,-7.2,-0.7,-4,-4,0
O=C(c1ccco1)N1CCN(C(=O)c2cn(-c3ccccc3)nc2-c2ccccc2)CC1,-3,3.2,0.9,-7,8,4,0.2,-2.8,-12,0,-12
CCCc1nnc(NC(=O)CCC(=O)N2CCN(CCOc3ccc(C)cc3)CC2)s1,-4,2.2,2.1,5,-15,-1,-0.6,0.0,-7,0,5
O=C(/C=C/c1ccccc1)/C=C/c1ccccc1,-1,3.0,4.7,6,178,-3,-0.1,0.9,17,-1,4
CC(C)(C)C1CCc2c(sc(NC(=O)CSc3nnc(-c4ccccc4)o3)c2C#N)C1 (stereo not given),-1,3.5,1.9,-14,0,-3,-2.6,1.5,3,0,3
C=CCOC(=O)C1=C(C)NC(SCC(=O)OCC)=C(C#N)C1c1ccc(C)cc1 (stereo not given),14,0.2,0.7,-6,75,8,1.8,0.0,3,-18,-9
COc1cc(/C=C(\C#N)C(=O)NC(C)C)cc(Cl)c1O,-1,-1.0,2.4,0,7,2,1.1,1.9,-6,1,-3
COc1cc2cc(C(c3nnnn3C(C)(C)C)N3CCc4ccccc43)c(=O)[nH]c2cc1OC (stereo not given),4,-0.2,-0.2,-7,-4,0,1.7,-3.2,-12,2,-6
CC1CC(C)CN(S(=O)(=O)c2ccc3c(c2)CCN3C(=O)C2CC2)C1 (stereo not given),9,-0.6,1.1,7,-7,-2,-0.2,1.3,0,-2,2
CCCC(=O)NC(=S)Nc1ccc(N2CCOCC2)c(Cl)c1,-2,2.3,0.9,-6,16,5,0.8,-3.0,-7,-3,0
Cc1ccc(NC(=O)CNC(=O)c2cccs2)c(O)c1,1,3.5,0.7,15,-4,-5,-1.2,-0.4,-15,0,-1
CCOc1ccccc1NC(=O)CN(Cc1ccccc1)S(C)(=O)=O,3,1.1,-2.7,-42,10,2,0.0,-3.0,6,-2,-2
Cc1[nH]c2ccccc2c1/C=N/NC(=O)CNC(=O)c1cccs1,-1,-1.9,6.5,12,-5,1,-0.3,-1.1,1,1,-9
